# Screens: PubChem, several laboratories
# JMJD2C inh = inhibitors of human GASC-1 (JMJD2C) demethylase; Q9H3R0; GST-JMJD2C(1-420) H3K9me3 demethylation, DELFIA europium; inhibition, % at 2.35 µM; 330,000 tested, 0.069% active; AID 2099;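 active means more than half of a compound's replicate wells show inhibition beyond 50%, single wells judged on their own value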;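 further: signal counts dimethyl H3K9 product captured on neutravidin plate; 0% = median of DMSO wells and 100% = 0.3 times that DMSO median; strong numbers were not always called active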
# Efflux pump mplx = antifungal efflux pump inhibition, Nile Red retention; AID 485275; S. cerevisiae Candida pump triplex; 330,000 tested, 0.44% active; inhibition, % at 10 µM;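 active means plate passing quality check with inhibition over a set limit, or well fluorescence over plate mean plus 4 SD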;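 further: Nile Red retained in pooled yeast measured as flow cytometry median fluorescence; 0% = buffer negative control and 100% = Enniatin B positive control; higher means more Nile Red kept so more efflux inhibition; some compounds called inactive have numbers as strong as hits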
# PREPL inh = human PREPL enzyme inhibition | Q4J6C6 | recombinant PREPL, fluorescence polarization activity-based probe | inhibition, % at 5.96 µM | 320,000 tested, 0.68% active | AID 2751; in the data active means inhibition above about 43%;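 further: 0% = enzyme with DMSO and 100% = wells lacking enzyme; many of its hits are not listed in these tables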
# Target sequence (Q4J6C6 whole entry, looked up): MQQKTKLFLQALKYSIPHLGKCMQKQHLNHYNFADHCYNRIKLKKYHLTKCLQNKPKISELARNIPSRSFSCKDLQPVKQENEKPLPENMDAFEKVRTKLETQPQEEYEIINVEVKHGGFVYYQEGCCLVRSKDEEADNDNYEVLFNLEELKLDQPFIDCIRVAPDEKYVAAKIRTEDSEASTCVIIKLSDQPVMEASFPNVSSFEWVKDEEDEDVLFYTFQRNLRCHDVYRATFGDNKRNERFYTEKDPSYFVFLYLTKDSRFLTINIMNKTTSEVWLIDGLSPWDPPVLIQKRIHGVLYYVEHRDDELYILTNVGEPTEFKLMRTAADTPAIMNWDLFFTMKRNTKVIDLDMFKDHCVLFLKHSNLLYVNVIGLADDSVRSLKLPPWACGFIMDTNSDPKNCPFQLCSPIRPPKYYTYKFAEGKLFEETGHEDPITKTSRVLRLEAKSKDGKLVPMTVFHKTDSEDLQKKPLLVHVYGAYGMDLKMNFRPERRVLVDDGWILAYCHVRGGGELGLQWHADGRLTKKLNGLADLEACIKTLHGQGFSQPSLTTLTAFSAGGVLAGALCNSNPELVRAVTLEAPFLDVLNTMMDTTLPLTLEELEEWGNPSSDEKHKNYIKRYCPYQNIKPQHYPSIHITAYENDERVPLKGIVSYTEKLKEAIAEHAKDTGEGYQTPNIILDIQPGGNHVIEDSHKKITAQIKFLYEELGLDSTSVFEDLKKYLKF
# Numbers without * were called inactive. Only part of the results is shown; the hit share may differ from the screen's.
JMJD2C inh	Efflux pump mplx	PREPL inh	Compound
-15.0	-0.2	11.7	CN(C)C(CNC(=O)c1cc(S(=O)(=O)N2CCOCC2)ccc1F)c1cccs1 (stereo not given)
-2.3	-0.1	31.0	Cc1ccc(S(=O)(=O)N2CCOCC2)cc1NC(=O)COC(=O)Cc1ccc(Cl)cc1
36.4	0.2	-18.3	CSc1nc(N)nc2c1ncn2CC(=O)N[C@H](C)c1cccc2ccccc12
-0.9	0.1	6.5	C=C[C@H](CC(C)C)N(Cc1ccccc1)S(=O)(=O)N(Cc1ccccc1)[C@@H](C=C)CC(C)C
-2.0	0.6	7.4	CCOC(=O)c1c(C)[nH]c(C(=O)COc2ccc3ccc(=O)oc3c2)c1C
-3.5	-0.2	11.9	Cc1ccc2c(=O)n3c(nc2c1)C(Cc1ccccc1)NC(=O)c1cc(Cl)ccc1-3 (stereo not given)
-3.3	-0.4	43.5*	O=C(NCCOc1ccccc1)c1ccc2c(c1)S(=O)(=O)c1cc(Cl)ccc1C2=O
-7.7	-0.2	11.4	Cc1c(NS(=O)(=O)c2cc(C(=O)NCc3cccnc3)ccc2Cl)c(=O)n(-c2ccccc2)n1C
-5.3	-0.1	9.8	COc1ccc(CCN(C)C(=O)COc2cccc(-n3cnnn3)c2)cc1OC
-3.4	0.9	11.6	O=C(N[C@H]1C/C=C\C[C@@H](CC(=O)N(CCO)Cc2ccccc2)C(=O)N2CCC[C@H]2COC1=O)OCC1c2ccccc2-c2ccccc21
0.8	-0.2	12.7	O=C(c1ccc(=O)[nH]n1)N1CCN(S(=O)(=O)c2ccccc2F)CC1
-4.2	0.1	10.8	CC1O[C@@H](OC2C(O)C(O)C(CO)O[C@H]2OC2C[C@]3(C)C(CC(O)C4[C@@H]([C@]5(C)CC[C@@H](C(C)(C)O)O5)CC[C@]43C)[C@@]3(C)CCC(O)C(C)(C)C23)C(O)C(O)C1O (stereo not given in full)
8.5	0.2	10.7	COC(=O)[C@]1(Cc2ccccc2)N[C@H](CN(C)S(=O)(=O)c2ccc(C(F)(F)F)cc2)[C@@H]2C(=O)N(Cc3ccccc3)C(=O)[C@@H]21
5.4	-0.1	8.9	CCN(C(=O)CSc1n[nH]c(N)n1)C1CCCCC1
-3.0	0.1	17.5	Cc1ccc(S(=O)(=O)N2CCOCC2)cc1NC(=O)COC(=O)CCc1c[nH]c2ccccc12
60.5*	-0.2	20.5	C[C@H](CO)N1C[C@H](C)[C@@H](CN(C)Cc2ccc3c(c2)OCO3)Oc2ccc(NC(=O)Cn3cnnn3)cc2C1=O
7.7	0.0	23.5	O=C(C[C@H]1C/C=C/CC[C@H](Cc2ccc(F)cc2)C(=O)O[C@H](c2ccccc2)CNC1=O)NCCO
-0.8	0.1	-17.6	Cc1ccc(NC(=O)CN(C)C(=O)COC(=O)c2ccc(NC(=O)CC#N)cc2)cc1
0.2	0.0	-12.4	O=C(COC(=O)c1n[nH]c2ccccc12)Nc1ccccc1Br
-1.7	-0.1	2.6	COc1cc(OC)cc(-c2sc3ccc(OC)cc3c2C#CCO)c1
-6.7	0.1	-103.6	CCOC(=O)[C@@H]1[C@H]2COc3ccccc3[C@@H]2N2C(=O)N(c3ccc(C(F)(F)F)cc3)C(=O)[C@@]12C
-8.1	-0.2	6.0	Cc1ccccc1C(=O)NCC(=O)NC1CC1
0.0	0.0	6.8	O=C(Cn1cnc2cc([N+](=O)[O-])ccc2c1=O)N1CCN(S(=O)(=O)c2ccccc2)CC1
4.2	0.2	7.9	COc1cc(C)ccc1OCC(=O)Nc1nnc(C2CC2)s1
8.2	0.1	8.0	CC(=O)Nc1ccc(S(=O)(=O)N[C@@H](C)C(=O)OCC(=O)c2ccc(C)cc2)cc1

# Later entries:
JMJD2C inh	Efflux pump mplx	PREPL inh	Compound
-3.9	0.0	10.2	COc1cccc(NC(=O)CN2C(=O)NC3(CCCCCC3)C2=O)c1
4.3	-0.2	35.3	O=C(CSc1nnnn1C1CC1)N1CCN(c2cccc(Cl)c2)CC1
7.1	0.1	-1.2	COc1ccc(C(=O)NNC(=O)Cc2nc3ccccc3n2C)cc1
-1.7	0.0	1.8	CCCn1c(N)c(N2CCCCC2)c(=O)n(CC(=O)Nc2cccc(S(=O)(=O)N(C)C)c2)c1=O
-12.5	0.1	1.1	COC(=O)c1ccc(CNC(=O)COC(=O)CCC(=O)c2ccc(F)cc2)cc1
24.7	1.8*	47.8*	C[C@H]1CN([C@@H](C)CO)C(=O)c2cc(NC(=O)Nc3cccc4ccccc34)ccc2O[C@@H]1CN(C)Cc1ccc(-c2ccccc2)cc1
2.1	-0.1	3.5	COc1ccc(CNC(=O)c2cc(S(=O)(=O)N3CCCCC3)ccc2Cl)cc1OC
-6.1	-0.1	2.2	NS(=O)(=O)c1ccc(NC(=O)COC(=O)Cc2c[nH]c3ccccc23)cc1
-4.1	-0.2	2.6	NC(=O)C[C@H](NC(=O)c1ccc(Cl)cc1)C(=O)OCc1ccccc1
24.2	0.3	4.7	COc1ccc(CNC(=O)Cn2cnc3c(OCc4ccccc4)ncnc32)cc1
1.5	0.5	14.7	CCN(C[C@H]1N[C@@](Cc2ccccc2)(C(=O)OC)[C@H]2C(=O)N(Cc3ccccc3)C(=O)[C@@H]12)S(=O)(=O)c1ccc(C(C)(C)C)cc1
-24.0	-0.2	14.4	O=C(COC(=O)c1ccco1)NC12CC3CC(CC(C3)C1)C2
4.2	0.1	11.2	O=C1CN(C(=O)COC(=O)c2ccc(Cl)c(S(=O)(=O)N3CCCCC3)c2)c2ccccc2N1
8.7	0.2	16.1	CC(C)[C@H](NC(=O)c1ccc(Cl)cc1Cl)C(=O)NNc1cccc(C(=O)O)c1
11.6	-0.1	1.0	CCN(C[C@H]1N[C@@](CC)(C(=O)OC)[C@H]2C(=O)N(Cc3ccccc3)C(=O)[C@@H]12)C(=O)C1CCCCC1
0.1	-0.2	41.3	Cc1cccc(OCC(=O)OCC(=O)Nc2sccc2C(N)=O)c1
-4.9	0.1	0.8	CCN(Cc1ccccc1)C(=O)COC(=O)c1cc(S(=O)(=O)Nc2ccccc2OC)ccc1O
-9.5	0.0	4.8	Cn1c(-c2ccc(F)cc2)cc2onc(-c3c(F)cccc3Cl)c2c1=O
-0.8	-0.3	6.3	CCN(C(=O)CSc1nc2ccccc2c(=O)n1-c1ccccc1F)C1CCS(=O)(=O)C1 (stereo not given)
-1.6	0.0	14.4	COc1cc(OC)cc(C(=O)NC(C(=O)NCCc2ccccn2)C(C)C)c1 (stereo not given)
-4.4	0.0	8.3	COc1ccc(S(=O)(=O)N2CCCCC2)cc1NC(=O)COC(=O)c1ccco1
21.9	-0.3	-84.7	CC(C)Oc1cc2ccccc2cc1CNC[C@H]1O[C@@H](n2cnc3c(N)ncnc32)[C@H](O)[C@@H]1O
-1.1	-0.1	-10.9	COc1ccc(/C=C2\SC(=O)N(CCNC(=O)Cn3[nH]c(=O)c4ccccc4c3=O)C2=O)cc1
5.6	0.2	8.3	O=C(O)c1cc(S(=O)(=O)N2CCN(S(=O)(=O)c3ccc4ccccc4c3)CC2)ccc1Br
11.7	0.0	-3.8	O=C(CCN=C1NS(=O)(=O)c2ccccc21)NCc1ccccc1F

# Among those listed so far, 4 have an aryl thioether with sulfur outside any ring.
JMJD2C inh	Efflux pump mplx	PREPL inh	Compound
36.4	0.2	-18.3	CSc1nc(N)nc2c1ncn2CC(=O)N[C@H](C)c1cccc2ccccc12
5.4	-0.1	8.9	CCN(C(=O)CSc1n[nH]c(N)n1)C1CCCCC1
4.3	-0.2	35.3	O=C(CSc1nnnn1C1CC1)N1CCN(c2cccc(Cl)c2)CC1
-0.8	-0.3	6.3	CCN(C(=O)CSc1nc2ccccc2c(=O)n1-c1ccccc1F)C1CCS(=O)(=O)C1 (stereo not given)

# (cont.)
JMJD2C inh	Efflux pump mplx	PREPL inh	Compound
38.7	-0.2	19.6	Cc1ccc2c(c1)C(=O)N1[C@H]3c4cc(Cl)ccc4OC[C@@H]3[C@H](c3ccccc3)[C@]1(C)C(=O)N2
11.4	-0.1	29.5	Cc1ccccc1-c1nnn(CC(=O)NC(=O)NC2CCCC2)n1
5.4	-0.1	7.8	O=C(Nc1ccc(Cl)c(S(=O)(=O)N2CCOCC2)c1)C1CCCC1
-6.3	-0.1	21.0	CCN(CC(=O)Nc1ccc2c(c1)OCCO2)C(=O)c1ccc(CS(C)(=O)=O)cc1
5.1	0.2	-8.9	Cc1ccc(S(=O)(=O)CCC(=O)OCc2nnc(-c3ccccc3)o2)cc1
0.1	0.0	-5.4	C[C@]12CC[C@H](O)CC1=CCC1C2CC[C@@]2(C)C1CCC21OCCO1 (stereo not given in full)
-4.2	-0.1	1.0	COc1cc(S(=O)(=O)N2CCN(C(=O)C3CC3)CC2)ccc1NC(C)=O
-5.8	0.3	7.1	C=CCC[C@@H](Cc1ccc(F)cc1)C(=O)OC[C@@H](Cc1c[nH]c2ccccc12)NC(=O)[C@H](CC=C)CC(=O)N(CCO)Cc1ccccc1
4.4	-0.1	-3.6	O=C(NCc1ccccn1)c1cccc(S(=O)(=O)N2CCc3ccccc32)c1
-1.3	0.1	10.0	CC(NCC(=O)NCC(=O)Nc1ccc(F)cc1)c1cccc(C(F)(F)F)c1 (stereo not given)
-2.1	-0.4	0.4	C/C=C(/C)C(=O)O[C@@H]([C@H](O)c1cc2ccc(=O)oc2cc1OC)C(C)(C)O[C@@H]1O[C@H](CO)[C@@H](O)[C@H](O)[C@H]1O
10.5	0.2	3.2	CC(=O)c1ccc(S(=O)(=O)Nc2ccc(Cl)c(S(=O)(=O)N3CCCC3)c2)cc1
32.4	0.0	0.6	COC(=O)[C@]1(C)N[C@H](CN(C)C(=O)Nc2ccccc2)[C@@H]2C(=O)N(Cc3ccccc3)C(=O)[C@@H]21
-11.5	0.1	22.9	COC(=O)c1ccccc1S(=O)(=O)N1CCC(C(=O)Nc2ccc(N3CCOCC3)cc2)CC1
5.5	0.0	2.8	O=C(Cn1nc(-c2ccccc2)oc1=O)OCC(=O)c1ccccc1
-3.2	0.2	18.0	Cc1cc(C(=O)OCC(=O)Nc2ccccc2Br)c(C)o1
1.5	-0.1	10.0	O=C(COC(=O)/C=C/c1ccc(S(=O)(=O)N2CCOCC2)cc1)Nc1ccccc1F
-2.2	0.1	11.8	CC(=O)N/C(=C\c1ccccc1)C(=O)OCC(=O)c1c(N)n(C)c(=O)n(C)c1=O
2.0	-0.1	-1.3	COc1ccccc1OCCC(=O)OCC(=O)NCc1ccc(F)cc1
-6.3	0.0	11.6	O=C(c1ccncc1)N1CCN(S(=O)(=O)c2ccccc2F)CC1
-1.4	-0.1	6.8	Cc1noc(C)c1S(=O)(=O)N(C)C[C@H]1Oc2ccc(NC(=O)Cc3ccccc3)cc2C(=O)N([C@H](C)CO)C[C@@H]1C
1.2	0.1	-3.0	CC(=O)c1ccc(NC(=O)COC(=O)/C=C/c2cccs2)cc1
-6.9	-0.2	0.0	O=C(Nc1cccc(S(=O)(=O)N2CCCCCC2)c1)c1cncc(Br)c1
-7.0	0.1	-0.4	CC(=O)N1CCN(CCS(=O)(=O)c2cc(Cl)ccc2Cl)CC1
3.5	-0.1	8.1	COCC(=O)N(C)C[C@H]1N[C@@](Cc2ccccc2)(C(=O)OC)[C@H]2C(=O)N(Cc3ccccc3)C(=O)[C@@H]12

# New compounds follow
JMJD2C inh	Efflux pump mplx	PREPL inh	Compound
-2.5	-0.1	-1.1	CCN(CC)c1ccc(C(=O)OCC(=O)Nc2ncccn2)cc1
1.1	-0.1	17.4	CCCCNc1c(-c2ccc(Sc3ccc(OC)cc3)cc2)nc2cc(C)ccn12
1.1	0.3	16.7	CCN(C(=O)COC(=O)CN1C(=O)c2ccccc2C1=O)c1ccccc1
14.3	0.1	-0.9	Cc1cccc(C(=O)OCC(=O)N2CC(=O)Nc3ccccc32)c1C
5.4	0.1	2.5	CC[C@@H]1C/C=C\Cc2ccccc2[C@@H](C(=O)C[C@@H](O)CC(C)=O)OC1=O
-1.4	0.0	-1.3	COc1ccccc1NS(=O)(=O)c1ccc(C(=O)NCc2ccco2)cc1
-3.6	-0.1	35.8	C=CCC[C@@H](Cc1ccc(F)cc1)C(=O)OC[C@H]1CCCN1C(=O)[C@@H](CC=C)CC(=O)N[C@H](CO)Cc1ccccc1
0.9	-0.1	6.9	O=C(CSc1n[nH]c(-c2cccs2)n1)N1CCOCC1
-10.2	0.0	3.5	COc1ccccc1NS(=O)(=O)c1cccc(C(=O)N2CCCC2)c1
10.3	-0.3	10.4	CC(=O)N1CCN(S(=O)(=O)c2cccc(C(=O)NNC(=O)COc3c(C)cccc3C)c2)CC1
-15.1	-0.1	1.7	O=S(=O)(c1ccc(F)c(F)c1F)N1CCN(c2ncnc3sccc23)CC1
0.8	-0.3	10.4	Cn1cccc1C(=O)Nc1ccc(Cl)c(S(=O)(=O)N2CCCCC2)c1
2.9	-0.2	18.1	CCC(CC)c1nnc(NC(=O)c2cc([N+](=O)[O-])ccc2N2CCOCC2)s1
-1.3	-0.1	8.6	COC(=O)c1c(-c2ccsc2)sc2ccc(-c3cc(OC)c(OC)c(OC)c3)cc12
0.9	-0.3	0.8	O=C(CN1C(=O)NC2(CCc3ccccc32)C1=O)c1cccs1 (stereo not given)

# Some of the entries above in another layout.
# The line under a structure holds: JMJD2C inh, Efflux pump mplx, PREPL inh
Cn1c(-c2ccc(F)cc2)cc2onc(-c3c(F)cccc3Cl)c2c1=O
  -9.5, 0.0, 4.8
CCN(C(=O)CSc1nc2ccccc2c(=O)n1-c1ccccc1F)C1CCS(=O)(=O)C1 (stereo not given)
  -0.8, -0.3, 6.3
COc1cc(OC)cc(C(=O)NC(C(=O)NCCc2ccccn2)C(C)C)c1 (stereo not given)
  -1.6, 0.0, 14.4
